CAL-PDZ inh HTS: CAL PDZ (human) peptide binding inhibition; Q9HD26; purified CAL PDZ, TMR-peptide fluorescence polarization, 1 h; inhibition, % at 24.9 µM; 300,000 tested, 0.92% active; AID 602252;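 active = mean inhibition of at least 30% with at least half of replicates also reaching 30%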;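 note: 0% = DMSO neutral control and 100% = excess unlabeled competitor peptide PRC23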
HTR5A inv ag: HTR5A inverse agonism, opioid heterodimer counter-screen; 340,000 tested, 0.083% active; inhibition, % at 9.3 µM; P47898; AID 504634; HTR5A cell line, luminescence; in the data active = inhibition mostly above about 23%, no sharp cut-off; inactive = mostly below about 18%;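 note: 0% = cells with DMSO and 100% = no-cell wells with DMSO; some compounds called inactive have numbers as strong as hits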
Target sequence (P47898 whole entry, looked up): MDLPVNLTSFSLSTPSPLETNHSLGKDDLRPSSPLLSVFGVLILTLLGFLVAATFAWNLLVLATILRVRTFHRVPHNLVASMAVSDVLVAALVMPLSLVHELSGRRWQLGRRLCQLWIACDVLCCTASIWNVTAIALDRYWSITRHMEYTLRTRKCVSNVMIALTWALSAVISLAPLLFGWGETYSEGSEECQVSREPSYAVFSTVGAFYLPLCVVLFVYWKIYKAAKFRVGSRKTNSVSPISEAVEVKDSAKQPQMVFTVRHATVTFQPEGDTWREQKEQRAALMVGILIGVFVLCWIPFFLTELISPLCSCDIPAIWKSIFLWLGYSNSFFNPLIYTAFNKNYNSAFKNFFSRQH
V-ATPase pHluor: yeast V-ATPase proton transport regulation by pHLuorin. S. cerevisiae, pHLuorin cytosolic pH fluorescence. response, % at 10 µM. 350,000 tested, 0.37% active. AID 504577; in the data active = response mostly above about 7.3%, no sharp cut-off; inactive = mostly below about 5.4%; note: actives read high; inactives centre near 0; some compounds called inactive have numbers as strong as hits; reference of the scale not given here
C-LANA FP: blocks KSHV LANA C-terminal domain binding to DNA | MBP-C-LANA/FAM-LBS DNA binding, fluorescence polarization | inhibition, % at 9 µM | 340,000 tested, 0.078% active | AID 504423;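 active = highest replicate inhibition at or above 60% at 9 µM, even if other replicates fall short; inactive = all replicates below 60% inhibition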;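 note: 0% = neutral control wells and 100% = 4 µM acridine orange control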
MOR-DOR ag: OPRM1-OPRD1 heterodimerization agonism. 340,000 tested, 0.3% active. activation, % at 9.3 µM. P35372+P41143. cells, luminescence; in the data active = activation above about 18%;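 note: 0% = vehicle-treated cells and 100% = reference agonist; values of inactives mirror those of a sister screen read the other way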
Keap1 Nrf2 FP: Keap1-Nrf2 (human) interaction inhibition; Keap1 Kelch-Nrf2 peptide fluorescence polarization, 1536-well; Q14145; AID 504523; inhibition, % at 9.4 µM; 340,000 tested, 0.15% active; in the data active = inhibition above about 12%;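 note: human Keap1 Kelch domain with fluorescein labeled Nrf2 9mer peptide probe; 0% = neutral control wells and 100% = peptide positive control; higher means more block of Keap1 binding to Nrf2 peptide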
Target sequence (Q14145 whole entry, looked up, the tested form may be a part): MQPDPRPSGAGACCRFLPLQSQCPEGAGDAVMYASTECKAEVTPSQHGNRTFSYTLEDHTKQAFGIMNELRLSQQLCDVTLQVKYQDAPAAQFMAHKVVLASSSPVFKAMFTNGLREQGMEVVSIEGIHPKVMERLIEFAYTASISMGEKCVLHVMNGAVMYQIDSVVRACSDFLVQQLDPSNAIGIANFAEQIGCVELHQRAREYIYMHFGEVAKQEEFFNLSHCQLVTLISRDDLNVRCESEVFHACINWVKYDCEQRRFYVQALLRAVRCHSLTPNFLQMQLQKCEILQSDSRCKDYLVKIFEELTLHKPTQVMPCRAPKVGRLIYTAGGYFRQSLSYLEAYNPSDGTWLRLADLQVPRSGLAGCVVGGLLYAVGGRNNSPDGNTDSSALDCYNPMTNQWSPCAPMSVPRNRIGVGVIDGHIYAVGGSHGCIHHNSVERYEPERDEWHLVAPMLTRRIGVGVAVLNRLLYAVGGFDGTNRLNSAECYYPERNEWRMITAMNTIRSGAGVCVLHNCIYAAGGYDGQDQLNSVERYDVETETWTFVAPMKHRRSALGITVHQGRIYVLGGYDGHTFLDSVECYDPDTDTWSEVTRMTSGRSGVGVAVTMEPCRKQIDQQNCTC
OPRM1-OPRD1 inv: inverse agonists of human mu-delta opioid receptor heterodimerization; cell-based MOR-DOR heterodimer luminescence, inverse agonism; P35372+P41143; inhibition, % at 9.3 µM; AID 504357; 340,000 tested, 0.21% active; in the data active = inhibition above about 22%, passing the limit was not always enough;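 note: 0% = cells with DMSO and 100% = wells without cells with DMSO; values of inactives mirror those of a sister screen read the other way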
RTF Ca sens act: cardiac RTF calcium sensitization; P19429+P45379; IANBD-labeled TnC RTF fluorescence at EC20 calcium; 0% EC20 calcium, 100% full calcium; activation, % at 7.2 µM; 340,000 tested, 0.24% active; AID 493008;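 active = activation above the mean over all tested compounds plus 3 SD, cut at about 30% in these data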;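 note: rise in fluorescence read as greater calcium sensitivity of cardiac thin filaments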
HTR5A ag: counter-screen for OPRM1-OPRD1 agonists: human HTR5A agonism | P47898 | HTR5A agonist assay, luminescence, cell-based | 340,000 tested, 0.61% active | AID 504692 | activation, % at 9.3 µM; in the data active = activation mostly above about 9.5%, no sharp cut-off; inactive = mostly below about 7.6%;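 note: 0% = cells with vehicle only and 100% = reference agonist; strong numbers were not always called active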
RTF Ca sens inh: cardiac RTF calcium desensitization. P19429+P45379. IANBD-labeled cardiac RTF, Ca2+ fluorescence. inhibition, % at 7.15 µM. 340,000 tested, 0.12% active. AID 493244;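 active = inhibition above the mean inhibition of all tested compounds plus 3 SD, cut at about 17% in these data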;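 note: assay run at fixed EC70 calcium of 1.6 mM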
Active calls of the source: *; nt = no result given.

no.	molecule	HTR5A ag	OPRM1-OPRD1 inv	C-LANA FP	RTF Ca sens inh	MOR-DOR ag
1	CCOC(=O)C1CCCCN1C(=O)c1oc2c(Cl)cc(C)cc2c1C (configuration not stated)	3	-36	-1.4	0	6.8
2	CC(=O)N1CCN(C(=O)c2cc3c(s2)CCC(C)C3)CC1 (configuration not stated)	1	-11	-2.9	-1	1.7
3	O=C(N/N=C/C=C/c1ccccc1)C(O)c1ccccc1 (configuration not stated)	4	7	2.0	0	-1.1
4	O=C(C1CN(S(=O)(=O)c2ccccc2)CCN1S(=O)(=O)c1ccccc1)N1CCCCCC1 (configuration not stated)	1	6	-0.4	-1	-1.1
5	CC(OC(=O)CNC(=O)c1ccco1)C(=O)Nc1ccc(Cl)cn1 (configuration not stated)	-1	8	-0.9	-17	-1.2
6	C=CCSc1nc2sc(C)c(C)c2c(=O)n1N	2	-77	0.6	-23	11
7	CCN(CC(=O)Nc1ccc(NC(C)=O)cc1)C(=O)c1ccc(N2C(=O)c3ccccc3C2=O)cc1	-3	17	1.3	-14	-4.6
8	N/C(=N\OC(=O)c1cccc(Br)c1)c1ccncc1	-2	-20	4.1	14	4.2
9	CN(c1ccccc1)S(=O)(=O)c1cccc(C(=O)OCC(=O)NCc2ccc3c(c2)OCO3)c1	4	-2	-0.5	-6	0.4
10	CCN(CC)S(=O)(=O)c1ccc(N2CCOCC2)c(NC(=O)c2ccc(=O)[nH]c2)c1	-1	14	0.0	-4	-2.8
11	CCOc1ccc(S(=O)(=O)c2c(C(=O)c3ccc(C)cc3)cnc3cc4c(cc23)OCCO4)cc1	-3	9	1.0	-4	-1.7
12	Cc1ccccc1C(=O)/C=C1\NC(=O)CS1	-5	17	0.1	2	-2.8
13	Cc1ccc(Oc2cc(C#N)c(C#N)cc2-n2nnc3ccccc32)cc1C	3	13	1.6	-5	-2.3
14	Cc1ccc(C(=O)NC(=C(Cl)Cl)S(=O)(=O)c2ccccc2)cc1	-7	7	1.9	-2	-1.0
15	CC(=O)Nc1ccc(S(=O)(=O)N(C)CC(=O)Nc2ccccc2N2CCCC2)cc1	5	9	0.1	-4	-1.5

no.	V-ATPase pHluor	HTR5A inv ag	Keap1 Nrf2 FP	RTF Ca sens act	CAL-PDZ inh HTS
1	0	-20	-2	-1	nt
2	-2	-4	0	-7	-1
3	2	10	5	-1	-4
4	-2	-2	-2	7	2
5	-4	2	-4	9	-3
6	0	-2	-4	-4	0
7	-2	1	1	2	-5
8	1	-19	-2	0	2
9	-2	-15	4	2	-3
10	-2	3	0	7	-1
11	-3	7	-5	8	-1
12	-1	6	1	3	0
13	1	12	-6	2	2
14	1	23	-6	-3	-1
15	4	6	-6	-8	-1

Overlap with the part before: 5 entries; new compounds follow.
no.	molecule	HTR5A ag	OPRM1-OPRD1 inv	C-LANA FP	RTF Ca sens inh	MOR-DOR ag
11	CCOc1ccc(S(=O)(=O)c2c(C(=O)c3ccc(C)cc3)cnc3cc4c(cc23)OCCO4)cc1	-3	9	1.0	-4	-1.7
12	Cc1ccccc1C(=O)/C=C1\NC(=O)CS1	-5	17	0.1	2	-2.8
13	Cc1ccc(Oc2cc(C#N)c(C#N)cc2-n2nnc3ccccc32)cc1C	3	13	1.6	-5	-2.3
14	Cc1ccc(C(=O)NC(=C(Cl)Cl)S(=O)(=O)c2ccccc2)cc1	-7	7	1.9	-2	-1.0
15	CC(=O)Nc1ccc(S(=O)(=O)N(C)CC(=O)Nc2ccccc2N2CCCC2)cc1	5	9	0.1	-4	-1.5
16	CCC(Sc1ccc2nnc(-c3cccnc3)n2n1)C(=O)OC (configuration not stated)	4	8	0.1	0	-1.6
17	CCOc1ccccc1Nc1nnc(Cc2ccccc2Cl)c(=O)[nH]1	1	-13	-0.5	6	2.1
18	CC(=O)NC(CC(C)C)C(=O)NC(=O)NCc1ccccc1 (configuration not stated)	3	1	0.0	-9	-0.3
19	O=C(c1ccncc1)N1CCN(c2ccc3ccccc3n2)CC1	0	8	-0.7	-5	-1.7
20	COc1ccc(S(=O)(=O)Cc2ccc(C(=O)N3CCC(C(N)=O)CC3)o2)cc1	0	9	-0.5	-1	-1.8
21	CN(C)S(=O)(=O)c1cccc(COC(=O)c2cnccn2)c1	4	-6	-1.3	-8	0.7
22	O=C(COc1ccc(Cl)cc1)N1CCN(c2ccc([N+](=O)[O-])c(N3CCOCC3)c2)CC1	4	-2	1.1	-3	0.3
23	Cc1cnc(C(=O)OCC(=O)NC23CC4CC(CC(C4)C2)C3)cn1	2	-5	0.6	-8	0.9
24	Cc1ccccc1C(=O)c1cccn1CC(=O)NC(C)c1ccc2c(c1)OCCO2 (configuration not stated)	0	5	0.9	9	-1.1
25	NS(=O)(=O)c1ccc(N=NN2CCCCC2)cc1	1	7	-0.7	8	-1.3
26	O=S(=O)(Nc1cccc(-c2ccc(N3CCOCC3)nn2)c1)c1ccc(Cl)c(Cl)c1	-9	-6	-1.2	4	0.8
27	Cc1ccc(C)c(OC(=O)c2cccnc2)c1	8	12	-0.8	4	-2.2
28	CCOC(=O)N=S(N)(=O)c1ccccc1 (configuration not stated)	3	11	0.4	-5	-2.0
29	O=C(NCCCN1CCOCC1)c1cc2c(s1)CCC2	1	13	-0.5	-7	-2.5
30	CCOC(=O)C1C(=O)C=C(Nc2ccccc2F)CC1c1ccccc1 (configuration not stated)	4	0	3.3	-1	0.1

no.	V-ATPase pHluor	HTR5A inv ag	Keap1 Nrf2 FP	RTF Ca sens act	CAL-PDZ inh HTS
11	-3	7	-5	8	-1
12	-1	6	1	3	0
13	1	12	-6	2	2
14	1	23	-6	-3	-1
15	4	6	-6	-8	-1
16	-5	-11	-5	-2	-2
17	-7	8	-3	-4	-4
18	-1	-3	1	1	-2
19	1	0	-1	-2	7
20	-1	-1	-7	13	nt
21	-1	-11	0	-2	0
22	4	-11	-7	-6	-1
23	3	-20	-2	1	nt
24	-2	20	-3	-20	nt
25	1	1	0	-1	-8
26	-3	24	4	-15	5
27	-1	16	2	3	-2
28	2	-4	-2	-4	-2
29	-3	-2	3	-1	0
30	0	2	-3	1	-4

More records follow.
no.	molecule	HTR5A ag	OPRM1-OPRD1 inv	C-LANA FP	RTF Ca sens inh	MOR-DOR ag
31	CCOC(=O)C1CCCN(c2nc3ccccc3nc2C(C#N)C(=O)OC(C)COC)C1 (configuration not stated)	1	3	0.3	-6	-0.6
32	COc1ccc(C)cc1Nc1n[n+](C)c(-c2ccc(O)cc2O)s1	-3	10	0.3	-4	-1.7
33	CCCC(=O)N1c2ccccc2C(=C2SC(C(=O)OC)=C(C(=O)OC)S2)C(=S)C1(C)C	5	5	2.0	-2	-0.8
34	CN1C2CCC1CC(NC(=O)c1cccc(C(F)(F)F)c1)C2 (configuration not stated)	-3	9	-0.5	-4	-1.9
35	CCOC(=O)CSc1ccc2nnc(-c3cccs3)n2n1	11	20	0.0	-1	-3.8
36	CCC1CCCCN1C(=O)CSc1nc2ccsc2c(=O)n1Cc1ccccc1 (configuration not stated)	0	0	-0.6	2	0.0
37	COc1ccc(Cn2c(O)c(C=Nc3ccc(O)cc3)c3ccccc3c2=O)cc1	-1	12	4.0	-14	-2.2
38	CC(=O)Nc1ccc(S(=O)(=O)Nc2ccc(Nc3ccccc3)cc2)cc1	-3	-9	1.1	-7	2.0
39	COc1ccc(OC)c(NC(=O)c2nnn(CCc3ccccc3)c2N)c1	9	-21	-0.2	1	4.3
40	O=[N+]([O-])c1ccc(CN2C=NS(=O)(=O)c3ccccc32)cc1	0	10	-4.2	5	-1.9
41	CC(=O)Nc1ccc(NC(=O)CSc2nnc(CC(C)O)n2-c2ccccc2)cc1 (configuration not stated)	-4	16	-1.6	4	-3.4
42	O=C(CN1CCN(c2ccccc2O)CC1)Nc1cc([N+](=O)[O-])ccc1Cl	2	-14	0.0	-6	2.8
43	Nn1c(SCC(=O)Nc2ccccc2)nnc(Cc2ccccc2)c1=O	1	13	-3.4	-8	-2.5
44	COCCCNC(=O)CSC1=Nc2ccccc2C2=NC(c3ccccc3)C(=O)N12 (configuration not stated)	-6	26	-2.2	-5	-4.2
45	COC(=O)c1ccccc1C(=O)N1CCCC(CCC(=O)NCc2ccc(F)c(F)c2)C1 (configuration not stated)	6	15	0.7	-1	-3.0

no.	V-ATPase pHluor	HTR5A inv ag	Keap1 Nrf2 FP	RTF Ca sens act	CAL-PDZ inh HTS
31	-1	-8	-3	-4	1
32	-5	12	-5	1	-13
33	-2	-17	2	-6	0
34	1	10	10	3	-1
35	-3	-30	1	0	nt
36	-1	-4	0	2	-2
37	3	7	-3	-3	nt
38	2	9	-6	1	14
39	3	-23	4	-3	-2
40	-3	-5	3	-1	nt
41	-2	15	-4	-9	-6
42	0	8	0	-3	1
43	2	-14	0	-9	-8
44	1	17	-2	-6	-1
45	4	-28	-7	0	nt

New compounds follow:
no.	molecule	HTR5A ag	OPRM1-OPRD1 inv	C-LANA FP	RTF Ca sens inh	MOR-DOR ag
46	O=C(CSc1nc2ccccc2c(=O)n1-c1ccc(F)cc1)Nc1ccc(C(=O)O)cc1	0	22	0.2	-3	-4.8
47	O=C(CCC(=O)c1cccs1)NCc1ccc(Cl)cc1	-4	15	-1.6	-1	-3.1
48	CCOc1cc(C(=O)Nc2ccc(N3CCN(C(C)=O)CC3)cc2)cc(OCC)c1OCC	-1	12	0.3	-1	-2.4
49	CCCCCCCCCCCCCCCCn1cc[n+](CC(C)=O)c1	6	-17	-2.5	8	3.3
50	COc1cccc(CNC(=O)CCC2CCCN(C(=O)CCc3c(C)noc3C)C2)c1 (configuration not stated)	1	5	0.9	-2	-1.0
51	COc1ccc(OCc2cc(=O)[nH]c3ccccc23)cc1	-2	-3	1.1	0	0.7
52	COc1ccc(N2CCN(Cc3cc(=O)oc4ccc(C)cc34)CC2)cc1	1	4	-0.5	-4	-0.7
53	CN(C(=O)CS(=O)(=O)c1cccc(Cl)c1)c1ccccc1	-1	19	-0.1	-7	-3.5
54	N#Cc1ccc(C(=O)Nc2cc(S(=O)(=O)N3CCOCC3)ccc2N2CCCC2)cc1	7	2	-1.9	-2	-0.5
55	COc1cccc(CN2CCNC(=O)C2CC(=O)NC2CCCCCCC2)c1 (configuration not stated)	-2	9	-0.6	-4	-1.7
56	COc1ccccc1-c1coc2c(CN3CCCCC3C)c(O)ccc2c1=O (configuration not stated)	0	8	2.0	-4	-1.6

no.	V-ATPase pHluor	HTR5A inv ag	Keap1 Nrf2 FP	RTF Ca sens act	CAL-PDZ inh HTS
46	1	2	-3	2	-3
47	2	10	-4	3	-2
48	-3	8	-5	1	nt
49	1	-18	1	-9	-3
50	1	-4	1	1	-4
51	-3	7	-3	1	-8
52	-4	-11	3	-6	0
53	-1	2	-5	1	3
54	0	-19	-1	0	-1
55	-2	9	-7	-5	9
56	1	-2	0	-4	-11
